# PHOSPHO1 inh = inhibitors of human PHOSPHO1 phosphatase | recombinant PHOSPHO1, absorbance phosphatase assay | inhibition, % at 13.3 µM | 290,000 compounds, 1.1% hits | AID 1565; in the data active means inhibition above about 60%
# GalR3 antag = blocks the human galanin receptor 3; HEK293 GalR3-CNG cAMP membrane potential fluorescence; galR3 body fused to GalR1 C-terminus; inhibition, % at 3 µM; 360,000 compounds, 0.44% hits; AID 651719;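 active means inhibition above the screen-wide average plus 3 SD, cut at about 13% in these data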;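 further: forskolin and galanin both at EC90 stimulate the cells; cAMP rise reported by CNG channel membrane potential dye signal; 0% = forskolin plus galanin with DMSO and 100% = forskolin alone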
# MEKK2 mut-MEK5 = signal of MEK5 binding to mutant human MEKK2 PB1 domain; percent response, % at 10 µM; 290,000 compounds, 0.35% hits; bead flow cytometry, Alexa488-MEK5 binding to MEKK2 mutant; AID 1530; in the data active means percent response above about 24%, passing the limit was not always enough; further: inactives centre near 1; some results filed as inactive read as strong as hits; reference of the scale not given here
# OXTR agonist = human OXTR agonism; P30559; CHO-OTR cells, Fluo-8 calcium fluorescence; normalized: DMSO 0%, oxytocin 100%; activation, % at 3 µM; 320,000 compounds, 0.32% hits;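 active means activation above the mean of all tested compounds plus 3 SD, cutoff set per screening run, cut at about 20% in these data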;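 further: peak over basal fluorescence ratio from a 100 s FLIPR kinetic read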
# Target sequence (P30559 whole entry, looked up): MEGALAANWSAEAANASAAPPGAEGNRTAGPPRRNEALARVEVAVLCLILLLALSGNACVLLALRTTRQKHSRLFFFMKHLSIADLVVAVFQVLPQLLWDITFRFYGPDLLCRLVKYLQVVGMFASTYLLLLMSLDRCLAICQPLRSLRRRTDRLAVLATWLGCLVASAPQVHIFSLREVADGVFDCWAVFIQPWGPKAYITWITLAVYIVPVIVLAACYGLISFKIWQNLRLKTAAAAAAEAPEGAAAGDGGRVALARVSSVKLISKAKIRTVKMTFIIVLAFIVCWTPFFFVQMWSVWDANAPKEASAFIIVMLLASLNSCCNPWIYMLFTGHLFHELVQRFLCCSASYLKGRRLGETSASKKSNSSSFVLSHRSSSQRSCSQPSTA
# MEKK3 PB1 HTS = modulators (inhibitors or enhancers) of MEK5 binding to human MEKK3 PB1 domain; binding response (% of control), % at 10 µM; 290,000 compounds, 1.4% hits; Q99759; AID 1529; bead-based flow cytometry, Alexa488-MEK5 binding to MEKK3; actives lie on both sides; 0 = blocked by unlabeled MEK5, 100 = vehicle;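 active means binding response more than 3 SD above or below the average of its plate-row segment, actives on both sides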;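 further: Alexa488 bead fluorescence after subtracting the streptavidin-only scavenger bead signal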
# Target sequence (Q99759 whole entry, looked up, the tested form may be a part): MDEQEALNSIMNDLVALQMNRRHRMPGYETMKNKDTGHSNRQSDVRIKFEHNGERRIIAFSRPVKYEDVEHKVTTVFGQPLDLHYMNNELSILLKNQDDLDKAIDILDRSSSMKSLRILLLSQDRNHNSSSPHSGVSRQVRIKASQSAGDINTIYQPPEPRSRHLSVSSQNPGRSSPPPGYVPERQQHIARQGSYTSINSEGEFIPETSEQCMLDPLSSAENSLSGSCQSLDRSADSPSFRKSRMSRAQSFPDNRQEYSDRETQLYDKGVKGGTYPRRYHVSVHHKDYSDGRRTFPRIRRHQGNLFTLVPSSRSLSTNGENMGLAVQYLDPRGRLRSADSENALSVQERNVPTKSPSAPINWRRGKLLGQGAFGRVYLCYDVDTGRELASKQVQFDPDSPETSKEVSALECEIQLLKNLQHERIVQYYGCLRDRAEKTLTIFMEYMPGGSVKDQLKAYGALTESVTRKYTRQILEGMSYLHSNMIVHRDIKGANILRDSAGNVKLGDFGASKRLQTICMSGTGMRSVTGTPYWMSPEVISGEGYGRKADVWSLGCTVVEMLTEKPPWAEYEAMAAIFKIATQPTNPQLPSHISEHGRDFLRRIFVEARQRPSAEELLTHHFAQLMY
# GPR7 antag = antagonists of human GPR7 (neuropeptides B/W receptor 1); P48145; GPR7-expressing cells, fluorescence antagonist assay; inhibition, % at 4.4 µM; 290,000 compounds, 1.1% hits; AID 1861; in the data active means inhibition above about 16%, passing the limit was not always enough;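 further: cells stimulated with the agonist NPW; 0% = agonist with vehicle and 100% = vehicle without agonist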
# NALP1 inh = inhibitors of NALP1 inflammasome in yeast. S. cerevisiae NALP1/ASC/caspase-1 growth, X-gal OD620, 72 h. 280,000 compounds, 0.61% hits. AID 2071. inhibition, % at 10 µM; in the data active means inhibition mostly above about 24%, no sharp cut-off; inactive means mostly below about 32%; further: some compounds called inactive have numbers as strong as hits
# V1aR counter = activates human V1a receptor in oxytocin agonist counter-screen | activation, % at 3 µM | P37288 | 320,000 compounds, 0.25% hits | CHO-V1R cells, Fluo-8 calcium fluorescence, agonist mode; 0% DMSO, 100% 3 nM vasopressin | AID 2797;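 active means activation above the mean activation of all tested compounds plus 3 SD, per screening run, cut at about 20% in these data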;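 further: signal is peak over basal fluorescence ratio across a 100 second FLIPR read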
# MEKK2wt PB1 HTS = raises or lowers MEK5 binding to wildtype human MEKK2 PB1 domain; Q9Y2U5; bead flow cytometry, Alexa488-MEK5 binding to MEKK2 WT; actives lie on both sides; binding response (% of control), % at 10 µM; 290,000 compounds, 1.1% hits; AID 1531; in the data active means binding response below about 67% or above about 130%
# * = called active by the depositor; x = no result given; [ ] = dose if it differs, or a comment.
SMILES,PHOSPHO1 inh,GalR3 antag,MEKK2 mut-MEK5,OXTR agonist,MEKK3 PB1 HTS,GPR7 antag,NALP1 inh,V1aR counter,MEKK2wt PB1 HTS
O=C(c1ccc([N+](=O)[O-])cc1)N1CCN(Cc2ccccc2[N+](=O)[O-])CC1,8,-2,-3,1.4,95,4,10,2.7,95
CN(C)CCNC(=O)C(C(=O)c1ccc(F)cc1)n1ccccc1=O (configuration not stated),32,-4,17,-0.3,124,1,7,-0.6,127
CCC1Sc2ccc(S(=O)(=O)CCC(=O)NCc3ccc(C)o3)cc2NC1=O (configuration not stated),13,-8,3,-0.3,99,-8,10,2.6,101
CC(C)(C)c1ccc(NC(=O)COc2ccc(-n3ccnc3)cc2)cc1,3,-6,4,10,105,2,13,8.9,106
CCCNC(=O)CN1C(=O)NC(CCc2ccccc2)C1=O (configuration not stated),-6,-6,-4,1.6,83,2,11,0.5,86
O=C(NCCCNC(=O)c1ccc(F)cc1)c1ccc(F)cc1,-36,-2,2,-0.6,104,-13,4,-0.2,108
CC(C)Sc1nnc([C@H](C)NC(=O)OC(C)(C)C)o1,18,-7,2,-0.1,98,-13,4,0.7,98
CN(CC(=O)NCCN1CCN(Cc2ccccc2)CC1)S(=O)(=O)c1cccc2nsnc12,0,-7,2,-0.7,101,-13,5,0.1,101
O=C1C(=O)N(CCN2CCOCC2)C(c2ccc(Cl)cc2)/C1=C(/O)c1ccc(S(=O)(=O)N2CCOCC2)cc1 (configuration not stated),-2,x,1,0.5,99,1,-4,-0.2,97
O=C(NCc1cccnc1)C(=O)NCC1OCCCN1S(=O)(=O)c1ccccc1 (configuration not stated),-13,-1,-2,1.0,96,-13,40,0.7,94
COCCn1c(C)cc(C2=NNC(=Nc3ccccc3)SC2)c1C,102*,0,7,-0.1,105,5,2,-0.2,107
Cc1ccccc1/C=N/Nc1ccc(Cl)nn1,11,-7,-1,-0.9,98,-14,10,0.5,95
Cc1nnc2c3ccccc3c(-c3ccccc3)nn12,x,-13,0,-1.4,102,-4,x,-0.4,98
O=C(NCC1CCCO1)C1CCN(S(=O)(=O)c2cc(Cl)ccc2Cl)CC1 (configuration not stated),32,1,-7,3.5,99,-5,10,1.8,95
COc1cc2c(cc1NC(=O)CSc1ccccn1)oc1ccccc12,39,-3,x,-0.5,x,-9,7,-0.1,x
COc1cc2c(cc1OC)CN(Cc1cc(=O)n3cc(C)ccc3n1)CC2,6,-2,-1,1.1,97,x,5,1.1,91
CCOCCCNC(=O)c1cc2c(s1)-c1ccccc1SC2,-124,-6,-1,2.3,101,-5,6,1.1,101
COc1ccccc1CNC(=O)C(NC(=O)Nc1ccccc1)C(C)C (configuration not stated),40,-5,-2,-0.9,98,-6,11,-0.7,98
COc1ccc(NC(=S)N(CCCN2CCC(C)CC2)Cc2cccs2)cc1,44,-5,-1,2.1,101,-12,10,4.6,107
Cc1cccc(NC(=O)Cn2cnc3c(oc4nc5c(cc43)COC(C)(C)C5)c2=O)c1,2,-7,-1,-0.1,100,-8,22,0.6,93
COCC(=O)Nc1ccc(C(C)C)cc1,23,1,5,0.2,101,-11,15,-0.3,106
CN(C)C(=O)N1CCN(c2nc(-c3ccccc3)cs2)CC1,x,-3,2,-1.7,94,10,-72,0.8,96
CC(C)(C)OC(=O)NCc1n[nH]c(=S)n1C1CC1,-2,-3,-13,0.2,93,-11,x,-0.2,98
CCOc1ccc(S(=O)(=O)N(CC)CC(=O)NCc2ccccn2)cc1C,14,-5,0,1.1,101,-4,5,1.8,96
O=C(NC1CCCCCCC1)c1cccnc1,8,-9,4,-0.3,101,-12,18,0.9,106
O=C(/C=C/c1ccc([N+](=O)[O-])cc1)OCC(=O)N1c2ccccc2Sc2ccccc21,-14,2,-3,-1.9,93,-9,8,-0.5,94
Clc1ccc(-c2nnc(-c3ccccc3)nc2N2CCSCC2)cc1,26,-6,1,-1.5,104,-3,36,-0.6,98
CCCOc1ccc(Cc2nc(N)nc(N)n2)cc1,5,-2,-9,0.6,84,-4,26,0.5,86
CN1CCN(C(=O)/C(=C/c2cccs2)NC(=O)c2ccco2)CC1,24,3,-6,0.3,99,-11,-1,0.4,93
CC(C)CN(C(=O)CN1CCC(C)CC1)c1c(N)n(CC(C)C)c(=O)[nH]c1=O,5,-5,-3,0.5,100,-4,-7,-0.7,94
O=C(Nc1ccccc1N1CCOCC1)c1ccc2ccccc2n1,-34,-1,2,-1.0,98,-5,2,-0.2,101
CN(C)S(=O)(=O)c1ccc2nc(NC(=O)c3cccnc3)sc2c1,-17,-3,-3,0.1,97,-9,13,0.5,92
CCCCNC(=O)Nc1nc2ccc(CC)cc2s1,17,-5,-3,-2.9,93,-1,7,6.2,91
Cc1ccc(S(=O)(=O)n2[nH]c(=O)c(CCO)c2C)cc1,-42,-6,5,-0.2,107,-17,4,-0.5,103
CCc1ccccc1NC(=O)CCN1C(=O)c2ccccc2C1=O,0,1,4,0.5,102,-15,-3,0.6,105
Cc1cc(N2CCOCC2)c(F)cc1C(=O)c1ccccc1,2,-1,-4,-1.0,98,-3,8,0.2,94
COc1cc(NC(=O)/C=C/c2ccccc2[N+](=O)[O-])cc(OC)c1,-6,-1,13,0.3,104,2,29,-0.5,105
O=C(O)COCC(=O)Nc1ccc(-n2cnnn2)cc1,36,-2,-1,0.4,90,-2,0,0.7,96
CCOc1ccc(C(Nc2ccc(C)cc2)P2(=O)OCCCO2)cc1 (configuration not stated),0,-2,1,0.5,102,4,9,0.6,100
COC(=O)C(C)Sc1nnc(Cc2cc(=O)[nH]c(=O)[nH]2)n1-c1ccc(Cl)cc1 (configuration not stated),39,2,x,0.6,x,-10,0,0.2,x
Cc1ccc2[nH]c3c(c2c1)CCc1cn[nH]c1-3,11,2,x,3.0,x,23*,10,1.2,x
COc1cc(CN2CCN(c3ccc(C)cc3)CC2)cc([N+](=O)[O-])c1O,-1,-6,0,-0.7,85,0,-36,-0.7,86
COc1ccc(C)cc1S(=O)(=O)N1CCC(C(=O)NC2CCCC2)CC1,18,4,5,0.4,105,-24,11,3.9,105
COC(=O)c1ccccc1OCCOCCOc1cccc2ccc(C)nc12,43,-1,3,0.7,81,-9,15,1.5,103
C=CCn1c(SCc2c(C(=O)OC)sc(N)c2C(=O)OC)nnc1-c1ccc(Cl)cc1,60*,-4,0,7.1,100,-1,4,0.6,93
Cc1nn(CCc2n[nH]c(=S)n2-c2ccc(F)cc2)c(C)c1[N+](=O)[O-],94*,-2,6,-0.3,110,-4,6,-0.2,112
CC1=NNC(=O)C1CCC(=O)N/N=C/C=C/c1ccccc1 (configuration not stated),5,-1,14,0.6,99,-7,24,0.3,130
COc1ccc(NC(=S)NC2CCCCC2)cn1,13,0,-9,-0.2,92,1,-10,-0.2,86
O=S(=O)(Nc1ccc(Cl)cn1)c1cccs1,13,-8,-1,-0.2,102,-9,-5,0.5,98
Cc1cnc(NC(=O)c2sc(Nc3ccccc3)nc2N)o1,51,-6,5,-1.7,108,-3,x,-0.4,102
COc1ccc(CN2CC(=O)N(c3ccc(Cl)cc3)C2=S)cc1OC,42,-9,0,0.9,102,12,20,8.0,104
CN1C(=O)S/C(=C/c2cccn2-c2cccc(C(=O)O)c2)C1=O,44,-2,-10,-0.6,103,-15,9,1.0,80
COc1ccc(Cc2nnc(NC(=O)c3cccc(C)c3)s2)cc1,-16,5,-4,0.7,99,3,3,1.6,97
O=C1C(Cc2ccccc2)NC(=S)N1c1ccccc1 (configuration not stated),24,-5,-9,0.0,82,-9,17,-0.6,84
O=c1c(/C=N/O)coc2ccc3ccccc3c12,18,-3,-6,-1.1,88,27*,13,0.1,97
Cc1cc(NC(=O)COC(=O)c2oc3c(ccc4ccccc43)c2C)no1,0,0,2,-0.4,103,-9,35,-0.3,98
Cn1c(=S)ccc2ccccc21,32,-3,-1,-1.1,113,-4,-21,-0.5,97
C/C(CC(=O)Nc1ccc(Br)cc1)=N\NC(=O)c1cccc(O)c1,x,-8,0,-0.5,102,9,34,1.0,104
COc1ccc(OCCNC(=O)Nc2cc(F)c(F)cc2Cl)cc1,48,-5,1,-0.7,102,-3,-3,-0.6,103
O=C1CCN(Cc2ccccc2)CCN1[C@H](COc1ccccc1)c1ccccc1,10,-7,3,-1.4,106,15,-4,-1.1,104

# Four compounds already listed, arranged by molar mass, low to high:
SMILES,PHOSPHO1 inh,GalR3 antag,MEKK2 mut-MEK5,OXTR agonist,MEKK3 PB1 HTS,GPR7 antag,NALP1 inh,V1aR counter,MEKK2wt PB1 HTS
Cn1c(=S)ccc2ccccc21,32,-3,-1,-1.1,113,-4,-21,-0.5,97
O=c1c(/C=N/O)coc2ccc3ccccc3c12,18,-3,-6,-1.1,88,27*,13,0.1,97
Cc1cnc(NC(=O)c2sc(Nc3ccccc3)nc2N)o1,51,-6,5,-1.7,108,-3,x,-0.4,102
COc1ccc(CN2CC(=O)N(c3ccc(Cl)cc3)C2=S)cc1OC,42,-9,0,0.9,102,12,20,8.0,104

# Next section.
SMILES,PHOSPHO1 inh,GalR3 antag,MEKK2 mut-MEK5,OXTR agonist,MEKK3 PB1 HTS,GPR7 antag,NALP1 inh,V1aR counter,MEKK2wt PB1 HTS
Cc1cc2ccccc2n1CCNC(=O)c1cccs1,12,x,-36,0.5,34*[inhibitor],-4,x,1.4,9.0*[inhibitor]
CCN(CC)c1ccc(/C=N/NC(=O)c2cccc(S(=O)(=O)N3CCOCC3)c2)c(O)c1,43,-3,6,-0.6,109,-5,-17,1.7,111
O=C(CCc1c[nH]c2ccccc12)NCCc1ccc(Cl)cc1,8,-10,-7,3.5,103,7,21,1.5,98
CCOc1ccc(CC(=O)Nc2c3c(nn2C(C)(C)C)CS(=O)(=O)C3)cc1,21,-2,-1,0.0,98,-18,5,1.0,97
Cc1ccccc1CNC(=O)c1ccc(CSCc2ccccc2)cc1,10,-8,0,1.9,106,32*,34,3.7,100
O=C(CN(c1ccccc1Cl)S(=O)(=O)c1ccccc1)N/N=C/c1ccccc1C(=O)O,32,-5,-1,-0.4,102,-5,-12,-0.6,95
CC(C)CNS(=O)(=O)c1ccc(CCC(=O)O)cc1,42,-1,12,1.2,101,-14,13,0.0,106
CC(C)=CCC/C(C)=C/C(N)=O,45,-3,5,x,101,-2,11,x,102
O=C(CCSCc1ccccc1F)NCc1ccc(F)cc1,23,-9,9,-2.1,107,-5,0,-0.1,109
CSc1ncccc1C(=O)OCc1ccccc1Cl,4,-6,-13,-2.3,96,-10,6,-1.2,87
O=C(O)C1CSC2c3ccccc3C(=O)N12 (configuration not stated),13,3,-1,0.0,102,6,x,0.1,98
Cc1ccc(S(=O)(=O)NCc2nc3ccccc3[nH]2)cc1,-3,0,11,1.5,107,-9,9,3.3,115
Cc1sc2c(c1C)C(=O)/C(=C\Nc1ccccn1)S(=O)(=O)N2C,10,1,4,-1.9,106,-15,-17,0.1,106
O=C(CSC1=NCCS1)NCc1ccco1,13,3,-1,1.5,102,-9,x,0.5,101
C(=C\c1ccccc1)/CNn1cnnc1,-19,-3,-3,-1.3,90,-4,28,0.6,95
Cc1ccc(C(=O)CSc2nc(C)cc(=O)[nH]2)cc1,0,-1,2,0.2,99,9,2,5.0,104
O=C(NCCCn1ccnc1)c1cc2ccccc2oc1=O,3,1,-2,0.6,102,4,21,0.3,99
CCn1cc(/C=N\NC(=O)Cc2ccc(Cl)cc2)cn1,1,1,-3,0.9,97,-7,20,1.8,91
NC(=O)c1cc(C(=O)c2ccccc2Cl)c[nH]1,26,0,0,1.2,102,-2,10,1.7,95
O=C(O)CCc1ccc(-c2cccs2)n1-c1ccc(C(=O)O)cc1,9,-1,1,2.0,93,-8,-7,0.5,94

# High-throughput results from PubChem BioAssay.
